Compound activity from PubChem.
TNAP activators – human TNAP enzyme activators, primary screen, biochemical, luminescent, no phosphate acceptor, uHTS (AID 1001); activation fold at 20 µM, or EC50 in µM where a hit was titrated; 200,000 compounds, 0.03% hits; purified TNAP, luminescent activation assay, no phosphate acceptor; higher activation fold means a stronger effect; in the data active = activation fold from about 3, or a potency from the dose series; inactive = the rest, 99 in 100 with activation fold below about 1.6; also: many of its hits are not listed in these tables
KOR beta-arrestin-1 – KOR agonists, beta-arrestin recruitment, primary screen, cell-based, luminescence, uHTS (AID 1777) | KOR beta-arrestin recruitment, luminescence; higher % means a stronger effect | activation, % at 10 µM, or EC50 in µM where a hit was titrated | 280,000 compounds, 0.02% hits; in the data active = activation above about 50%, passing the limit was not always enough; also: a part of the inactive calls stands beside numbers as strong as those of hits
NOD2 inhibition – inhibition of NOD2-driven NF-kB reporter – cell-based, luminescence, uHTS, HEK293 (AID 1566) | inhibition, % at 4 µM; hits with a dose series show EC50 in µM | 290,000 compounds, 0.63% hits | HEK293 NOD2/NF-kB luciferase reporter, luminescence; higher % means a stronger effect; also: many of its hits are not listed in these tables
LYP inhibition – inhibitors of LYP phosphatase, biochemical, fluorescence intensity, uHTS (AID 1779); recombinant LYP phosphatase, fluorescence intensity; higher % means a stronger effect; inhibition, % at 11.5 µM, or IC50 in µM where a hit was titrated; 290,000 compounds, 0.054% hits;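 also: plate controls were vehicle with enzyme for no effect and no enzyme for full effect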
NOD1 NF-kB reporter – NOD1 signaling inhibitors, primary screen, cell-based, luminescence, uHTS (AID 1578); NOD1-driven NF-kB luciferase reporter cells, luminescence; higher % means a stronger effect; inhibition, % at 4 µM, or EC50 in µM where a hit was titrated; 290,000 compounds, 1% hits; in the data active = inhibition mostly above about 36%, no sharp cut-off; inactive = mostly below about 34%;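 also: HEK-293T reporter cells stimulated with the NOD1 agonist gamma-tri-DAP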
human PMI inhibition – inhibitors of human PMI, primary screen, biochemical, fluorescence intensity, coupled assay (AID 1209) | purified PMI enzyme, coupled fluorescence intensity; higher % means a stronger effect | one-dose inhibition, % at 20 µM; IC50 in µM for titrated hits | 190,000 compounds, 0.42% hits;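 also: plate controls were DMSO vehicle for no effect and wells lacking substrate for full effect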
PMI inhibition – MPI inhibition at elevated mannose 6-phosphate – biochemical, fluorescence intensity, high mannose 6-phosphate, primary screen (AID 1220) | recombinant PMI enzyme, coupled fluorescence intensity; higher % means a stronger effect | inhibition, % at 20 µM; hits with a dose series show IC50 in µM | 190,000 compounds, 0.66% hits
KOR beta-arrestin-2 – KOR antagonists, beta-arrestin recruitment, cell-based, luminescence, uHTS (AID 1778) | KOR beta-arrestin recruitment, luminescence, antagonist mode; higher % means a stronger effect | inhibition, % at 10 µM; hits with a dose series show IC50 in µM | 290,000 compounds, 0.091% hits; also: strong numbers were not always called active
XIAP displacement – XIAP antagonists, biochemical, IAP family, fluorescence polarization (AID 1018). 200,000 compounds, 0.007% hits. displacement, % at 20 µM, or IC50 in µM where a hit was titrated. XIAP BIR domain, fluorescence polarization peptide displacement; higher % means a stronger effect; in the data active = displacement above about 50%; also: a part of the inactive calls stands beside numbers as strong as those of hits
Starred values were filed as active, the others as inactive; · = no result given; [ ] = remark or other dose. Rule as the data show it, unless noted: active = inhibition above about 50%; inactive = the rest. This is a subset, so the mix of outcomes need not match the whole.

SMILES | TNAP activators | KOR beta-arrestin-1 | NOD2 inhibition | LYP inhibition | NOD1 NF-kB reporter | human PMI inhibition | PMI inhibition | KOR beta-arrestin-2 | XIAP displacement
O=C(Cn1ncc2c([nH]c3ccccc32)c1=O)N1CCN(c2ccccn2)CC1 | · | -6.1% | 0% | -5% | 25% | · | · | 5% | ·
Cc1nc2c3cc(F)ccc3n(Cc3ccccc3)c2s1 | 1.2 | 1.1% | -20% | -4% | -17% | 25% | 32% | -99% | -0.7%
CCc1ccccc1NC(=S)N(CCN1CCCCC1)Cc1ccco1 | 1.1 | -5.7% | 2% | -5% | -16% | 1% | 0% | 11% | 0.9%
CCCCN(C)C1CCN(C(=S)Nc2ccc(OC)cc2)CC1 | 1 | -4.7% | 4% | -12% | -32% | 11% | 8% | 16% | -6.7%
Nc1cc(=O)nc(SCC(=O)N(C2CCCCC2)C2CCCCC2)n1-c1ccccc1 | 1.1 | 15% | 1% | -4% | 6% | 15% | 4% | -14% | -2.8%
Cc1ccc(NC(=O)c2ccc(S(=O)(=O)NCc3cccnc3)cc2)c(C)c1 | · | 2.7% | -1% | -10% | -62% | · | · | -17% | ·
CCOc1ccc(C(=O)NCC(=O)N2CCCC2)cc1 | · | -2.2% | -16% | -13% | 13% | · | · | -47% | ·
CCN(CC)CCCNC(=O)c1ccc(OCC(=O)Nc2ccccc2C(F)(F)F)c(OC)c1 | 1.2 | 1.5% | 8% | -5% | -9% | -3% | -8% | -35% | -7.1%
O=C(O)C1CCCCC1C(=O)Nc1cccc2ccccc12 (stereo not given) | 1 | 8.0% | 14% | -2% | -16% | 17% | 55%* | 11% | -18%
O=[N+]([O-])c1ccc(S(=O)(=O)N2CCSC2c2ccco2)cc1 (stereo not given) | · | -3.5% | 20% | -9% | 5% | · | · | -4% | ·
Cc1ccc2oc(-c3ccc(NC(=O)c4cccnc4)cc3)nc2c1 | 0.9 | -1.2% | -5% | 0% | -28% | 7% | 12% | -10% | -5.3%
Cc1ccc(C(=O)NCC(=O)N2CCN(S(=O)(=O)c3cccs3)CC2)s1 | 1.1 | 0.4% | 16% | 0% | -28% | -8% | -10% | -20% | -2.7%
CC(=O)ON1C(C)(C)CC(OC(=O)c2ccccc2)CC1(C)C | 1.1 | 1.7% | -7% | -2% | -1% | 2% | 0% | -7% | -0.4%
COc1ccc(O)c(/C=N/NS(=O)(=O)c2ccc(C)cc2)c1 | · | -4.7% | 7% | 0% | 2% | · | · | -30% | ·
Cc1cc(C)c(OCCN(C)Cc2ccccc2)c(Br)c1 | 1.1 | -3.3% | -7% | -10% | -3% | 11% | 14% | -30%[20 µM] | -4.0%
CCCCOC(=O)C(C#N)c1nc2ccccc2nc1N1CCOCC1 (stereo not given) | 1 | · | 22% | 6% | 7% | 19% | 18% | 39% | -7.4%
CN(CC(=O)Nc1ccc(S(N)(=O)=O)cc1)Cc1ccccc1F | 1.1 | 1.3% | 3% | -3% | -26% | 2% | 6% | -9% | 5.7%
Cc1cccc(NC(=O)c2ccc(S(=O)(=O)C(F)F)cc2)c1C | 1.1 | 0.3% | 3% | -4% | -22% | 9% | 1% | -31% | -1.9%
O=C1[C@@H]2CSCN2C(=O)CN1Cc1c(F)cccc1Cl | · | 1.2% | 19% | -8% | -9% | · | · | 8% | ·
CCOC(=O)CSc1nc2ccccc2c(=O)n1C1CCCC1 | 1.1 | -3.6% | -9% | 1% | -20% | 10% | 10% | 26% | -2.3%
Cc1nnc(N2C(=O)C(O)=C(C(=O)c3ccco3)C2c2cccc3ccccc23)s1 (stereo not given) | · | 5.1% | 20% | -1% | 2% | · | · | 4% | ·
COC(=O)CSC1=C(C#N)C(c2ccc(F)cc2)CC(=O)N1 (stereo not given) | 1.1 | -5.0% | 2% | -2% | -16% | -5% | 26% | -13% | -2.7%
CNc1ccc(Br)cc(C(=O)/C=C/c2ccc(OC)cc2OC)c1=O | 0.9 | 3.4% | 2% | 2% | -15% | 14% | 17% | -62% | -3.8%
Cn1c(=O)c2c(ncn2CC(=O)N/N=C/c2ccco2)n(C)c1=O | 1.1 | · | 8% | 2% | -13% | 6% | -1% | · | -1.8%
S=C(NCc1ccccn1)Nc1ccc(Cl)c(Cl)c1 | 1.1 | -0.5% | -12% | -12% | -57% | 9% | -6% | -15% | -2.1%
CC1(C)CC(=O)c2c(O)cc(OCC(=O)NCCc3ccc(S(N)(=O)=O)cc3)cc2O1 | · | 0.8% | 17% | -11% | -7% | · | · | -17%[20 µM] | ·
COc1ccc(NC(=S)N/N=C2\CC(C)(C)Oc3ccc(O)cc32)cc1 | 1 | -3.2% | -12% | 0% | 12% | 5% | 5% | 16% | -6.1%
CCCCn1c(=O)n(CC(=O)Nc2c(CC)cccc2CC)c(=O)c2c1nc(CO)n2CCC | 1.1 | -0.9% | -16% | 0% | -20% | 4% | 10% | -7% | -1.8%
COc1ccc(C(=O)Nc2ccnn2C2CCN(Cc3ccncc3)CC2)cc1 | · | -3.8% | 6% | -6% | -20% | · | · | 3% | ·
CN(CC(=O)NCc1ccc(Cl)cc1)S(=O)(=O)c1cccc2nsnc12 | 1.1 | 2.2% | 6% | -4% | -26% | 0% | -4% | -2% | 0.8%
C[C@@H](C(=O)OCn1nnc2ccccc2c1=O)N1C(=O)C2CCCCC2C1=O (stereo not given in full) | 1.2 | -2.6% | 18% | -4% | -16% | -4% | -5% | 5% | -1.0%
Nc1ccc(-c2nc3ccc(N)cc3s2)cc1 | · | 4.3% | -166% | -99% | -7% | · | · | 24% | ·
COC(=O)c1ccc(-c2ccc(F)cc2)nc1C | 1.1 | 3.3% | -79% | -4% | -66% | -8% | -13% | -32% | -5.1%
COc1c2ccoc2nc2c(OC)c(O)ccc12 | 1.1 | -3.6% | 18% | -3% | -39% | 8% | 16% | -5% | -5.4%
O=C(CSCc1ccccc1Cl)Nc1c[nH]c(=O)[nH]c1=O | 1 | -1.1% | 19% | -5% | 28% | 7% | 5% | -29% | -4.3%
Cc1ccc(/C=C/C(=O)NC(=S)Nc2ccccc2C(=O)NC2CCCCC2)cc1 | 1.1 | 4.5% | -5% | 2% | 1% | -1% | -9% | -44% | -2.1%
CCN(C(=O)c1c(OC)cccc1OC)c1nnc(-c2cccnc2)s1 | 1 | -6.8% | 22% | -5% | -13% | 8% | 12% | 14% | -4.6%
O=C(Nn1cnnc1)C1Cc2ccccc2CN1S(=O)(=O)c1ccc(F)cc1 (stereo not given) | 1.1 | 1.5% | 3% | 1% | · | 20% | 14% | -19% | -3.4%
COc1ccc(/C=N/Nc2ccccc2)cc1Cn1nc(C)c([N+](=O)[O-])c1C | 1.1 | -4.6% | -20% | 5% | -28% | -46% | -75% | -9% | -2.0%
COc1ccc(CN(C(=O)c2cc(=O)c3ccccc3o2)C2CCS(=O)(=O)C2)cc1 (stereo not given) | · | 1.1% | 12% | -9% | 6% | · | · | -34% | ·
O=C(Nc1ccc2ccccc2c1)C(=O)C1C(=O)Nc2ccccc21 (stereo not given) | · | 2.9% | -96% | 1% | -13% | · | · | -20% | ·
COC(=O)c1c(C)n(-c2ccc(C)cc2)c2ccc(O)cc12 | 1.2 | -1.2% | 3% | -4% | 19% | 17% | 10% | 4% | -3.4%
Cc1ccccc1C(=O)NNC(=O)CSc1nc2ccccc2c(=O)[nH]1 | · | -2.0% | 8% | -5% | -2% | · | · | 0% | ·
CCN(CC)CCN(C(=O)c1ccc2c(c1)OCCO2)c1nc2cc(C)cc(C)c2s1 | · | 4.6% | -3% | -3% | -18% | · | · | -28% | ·
CCCCn1c(=N)n(CC(O)COc2ccccc2)c2ccccc21 (stereo not given) | 1.1 | -5.3% | 6% | -7% | -14% | 4% | 8% | -15% | -1.2%

Part of the list above in order of formula weight, falling.
SMILES | TNAP activators | KOR beta-arrestin-1 | NOD2 inhibition | LYP inhibition | NOD1 NF-kB reporter | human PMI inhibition | PMI inhibition | KOR beta-arrestin-2 | XIAP displacement
CCN(CC)CCN(C(=O)c1ccc2c(c1)OCCO2)c1nc2cc(C)cc(C)c2s1 | · | 4.6% | -3% | -3% | -18% | · | · | -28% | ·
Cc1ccc(/C=C/C(=O)NC(=S)Nc2ccccc2C(=O)NC2CCCCC2)cc1 | 1.1 | 4.5% | -5% | 2% | 1% | -1% | -9% | -44% | -2.1%
O=C(Nn1cnnc1)C1Cc2ccccc2CN1S(=O)(=O)c1ccc(F)cc1 (stereo not given) | 1.1 | 1.5% | 3% | 1% | · | 20% | 14% | -19% | -3.4%
COc1ccc(/C=N/Nc2ccccc2)cc1Cn1nc(C)c([N+](=O)[O-])c1C | 1.1 | -4.6% | -20% | 5% | -28% | -46% | -75% | -9% | -2.0%
CCN(C(=O)c1c(OC)cccc1OC)c1nnc(-c2cccnc2)s1 | 1 | -6.8% | 22% | -5% | -13% | 8% | 12% | 14% | -4.6%
Cc1ccccc1C(=O)NNC(=O)CSc1nc2ccccc2c(=O)[nH]1 | · | -2.0% | 8% | -5% | -2% | · | · | 0% | ·
CCCCn1c(=N)n(CC(O)COc2ccccc2)c2ccccc21 (stereo not given) | 1.1 | -5.3% | 6% | -7% | -14% | 4% | 8% | -15% | -1.2%
O=C(Nc1ccc2ccccc2c1)C(=O)C1C(=O)Nc2ccccc21 (stereo not given) | · | 2.9% | -96% | 1% | -13% | · | · | -20% | ·
O=C(CSCc1ccccc1Cl)Nc1c[nH]c(=O)[nH]c1=O | 1 | -1.1% | 19% | -5% | 28% | 7% | 5% | -29% | -4.3%
COC(=O)c1c(C)n(-c2ccc(C)cc2)c2ccc(O)cc12 | 1.2 | -1.2% | 3% | -4% | 19% | 17% | 10% | 4% | -3.4%
COc1c2ccoc2nc2c(OC)c(O)ccc12 | 1.1 | -3.6% | 18% | -3% | -39% | 8% | 16% | -5% | -5.4%
Nc1ccc(-c2nc3ccc(N)cc3s2)cc1 | · | 4.3% | -166% | -99% | -7% | · | · | 24% | ·

The results go on.
SMILES | TNAP activators | KOR beta-arrestin-1 | NOD2 inhibition | LYP inhibition | NOD1 NF-kB reporter | human PMI inhibition | PMI inhibition | KOR beta-arrestin-2 | XIAP displacement
O=C(O)COc1ccccc1/C=N/NC(=O)CSc1nc2ccccc2n1Cc1ccc(Cl)cc1 | · | 8.2% | -8% | 4% | -6% | · | · | -16% | ·
COc1ccc(CCn2nnnc2C(C(C)C)N2CCN(c3ncccn3)CC2)cc1OC (stereo not given) | 1.1 | -1.3% | -2% | -13% | 13% | 1% | -8% | -9% | -5.4%
COc1ccc(/C=N/NC(=O)c2cc3cc(OC)c(OC)cc3[nH]2)cc1 | · | 1.5% | 22% | -2% | 12% | · | · | -9% | ·
O=C(CCN1CCCCC1)NCC1OCCc2ccccc21 (stereo not given) | 1.1 | -2.8% | -5% | 3% | -18% | 20% | 13% | 47% | -0.6%
COc1ccc(OC)c(-n2c(SC)nnc2-c2c[nH]c3ccccc23)c1 | 1 | -9.3% | -14% | 4% | -19% | 4% | -4% | -20% | -1.9%
COc1ccc(N2CCN(C(=O)NC(=O)c3ccccc3)CC2)cc1 | · | -2.6% | 18% | -10% | -4% | · | · | 7% | ·
Cc1ccc(C(=O)OCc2ccc3c(c2)OCO3)cc1S(=O)(=O)N1CCCCC1 | 1 | 3.5% | 0% | 6% | 2% | 22% | 10% | 0% | -19%
CCOC(=O)c1cn2nc(Oc3cccc(C(F)(F)F)c3)ccc2n1 | · | 6.6% | -4% | -8% | -7% | · | · | 10% | ·
O=C(O)Cc1c(-c2ccccc2)c2cc(Br)ccc2[nH]c1=O | · | 1.1% | -2% | -1% | -10% | · | · | -20% | ·
